Screening data (PubChem)
FXIIa inh – inhibitors of human coagulation factor XIIa; inhibition, % at 5 µM; 220,000 compounds, 0.3% hits; purified FXIIa, Boc-QGR-AMC fluorogenic substrate, 2 h; in the data active = inhibition above about 40%;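 also: 0% = enzyme with no compound and 100% = blank without enzyme; many of its hits are not listed in these tables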
FXIa inh 1536 – blocks human coagulation factor XIa protease activity; 220,000 compounds, 0.14% hits; inhibition, % at 5 µM; purified FXIa, Boc-Glu-Ala-Arg-AMC fluorogenic substrate; AID 798; P03951;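 active = inhibition of at least 40%; inactive = inhibition below 40%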;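 also: fluorescence of freed AMC excited at 355 nm; 0% = enzyme without compound and 100% = no enzyme blank; many of its hits are not listed in these tables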
PERK inhibitor – inhibitors of human PERK kinase. Q9NZJ5. CHO PERK-DD fusion, SEAP luminescence translation reporter. inhibition, % at 5.6 µM. 220,000 compounds, 0.17% hits. AID 1416;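 active = inhibition above the mean inhibition of all tested compounds plus 3 SD, set separately per screening campaign, cut at about 2.9% in these data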;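 also: PERK kinase domain activated by AP20187 dimerizer at 100 nM; 0% = DMSO with dimerizer and 100% = rapamycin at 8.4 µM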
Target sequence (Q9NZJ5 whole entry, looked up, the tested form may be a part): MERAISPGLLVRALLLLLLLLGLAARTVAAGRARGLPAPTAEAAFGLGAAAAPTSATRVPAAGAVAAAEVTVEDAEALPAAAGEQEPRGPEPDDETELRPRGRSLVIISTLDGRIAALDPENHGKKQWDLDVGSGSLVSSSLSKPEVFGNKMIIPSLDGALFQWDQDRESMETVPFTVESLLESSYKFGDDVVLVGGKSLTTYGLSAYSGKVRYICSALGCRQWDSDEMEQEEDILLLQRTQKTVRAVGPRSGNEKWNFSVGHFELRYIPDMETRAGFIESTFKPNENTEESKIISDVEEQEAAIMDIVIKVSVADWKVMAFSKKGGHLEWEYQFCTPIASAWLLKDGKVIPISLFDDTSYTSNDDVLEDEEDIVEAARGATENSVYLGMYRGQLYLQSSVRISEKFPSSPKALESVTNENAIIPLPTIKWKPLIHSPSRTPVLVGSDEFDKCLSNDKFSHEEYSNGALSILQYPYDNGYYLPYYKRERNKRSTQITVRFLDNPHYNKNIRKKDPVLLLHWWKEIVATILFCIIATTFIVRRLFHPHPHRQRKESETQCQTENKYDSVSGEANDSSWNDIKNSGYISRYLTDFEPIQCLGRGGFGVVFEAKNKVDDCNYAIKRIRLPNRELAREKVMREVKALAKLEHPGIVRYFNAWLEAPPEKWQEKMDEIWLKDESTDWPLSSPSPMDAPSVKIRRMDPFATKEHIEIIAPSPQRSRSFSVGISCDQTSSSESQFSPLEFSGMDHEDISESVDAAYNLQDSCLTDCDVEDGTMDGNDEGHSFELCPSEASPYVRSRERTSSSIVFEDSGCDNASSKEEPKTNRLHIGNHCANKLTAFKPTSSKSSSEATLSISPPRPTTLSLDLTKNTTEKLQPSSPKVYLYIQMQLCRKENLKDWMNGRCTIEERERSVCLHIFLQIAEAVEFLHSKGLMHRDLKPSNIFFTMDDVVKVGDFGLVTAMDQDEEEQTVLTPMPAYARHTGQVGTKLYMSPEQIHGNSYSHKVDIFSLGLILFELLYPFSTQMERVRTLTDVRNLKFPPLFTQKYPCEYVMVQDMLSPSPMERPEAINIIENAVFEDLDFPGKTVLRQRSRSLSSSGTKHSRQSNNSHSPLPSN
p97 inhibitor – inhibitors of human p97 ATPase | P55072 | recombinant p97 ATPase, Kinase-Glo ATP luminescence, 3 h | inhibition, % at 8 µM | 220,000 compounds, 0.42% hits | AID 1481; in the data active = inhibition above about 15%;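 also: 0% = DMSO vehicle and 100% = wells lacking enzyme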
thrombin 1536 – inhibitors of human thrombin. inhibition, % at 5 µM. 220,000 compounds, 0.26% hits. AID 1046. alpha-thrombin, Boc-VPR-AMC fluorogenic substrate cleavage. P00734;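 active = inhibition at or above 40%; inactive = inhibition below 40%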;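 also: 0% = enzyme with no compound and 100% = wells without enzyme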
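Assay system: human alpha-thrombin enzyme. Reagent: Boc-VPR-AMC substrate, 15 µM final. Compound dosing: one concentration per compound, 5 µM, with 0.2% DMSO. Incubation: room-temperature reaction. Technique: AMC fluorescence, 355/460 nm. Measure: % inhibition relative to enzyme controls and enzyme-free blanks.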
Wee1 stabilizer – human Wee1 degradation inhibition, primary screen | 220,000 compounds, 1.2% hits | P30291 | reporter increase, % at 5 µM | HeLa Luc-Wee1K328M stability, luciferase luminescence; 100% = proteasome inhibitor MG132 effect;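 active = activation above the mean of all tested compounds plus 3 SD, set per screening run, cut at about 8.8% in these data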;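 also: cells exposed to compound for 20 h before luminescence read; 0% = DMSO alone and 100% = MG132 at 30 µM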
Cl transport mod – modulates chloride dependent transport by human KCC2 | KCC2 cells, thallium flux FluoZin-2 fluorescence | B-score of Tl+ flux slope (higher = more flux/activation; lower = inhibition) at 10 µM | 190,000 compounds, 2.2% hits | AID 1456;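 active = thallium flux slope and its plate-corrected score both differing from the plate sample mean at a set confidence after two filtering rounds, in either direction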;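 also: slope of fluorescence scaled to starting intensity during 10 to 20 s after thallium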
hK5 inh – kallikrein 5 (human) inhibition; recombinant hK5, fluorogenic AMC substrate cleavage; AID 873; inhibition, % at 5 µM; 210,000 compounds, 0.59% hits; Q9Y337;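 active = inhibition of 40% or more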;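 also: 0% = enzyme controls without compound and 100% = no-enzyme blanks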
Furin inh – blocks human furin protease activity. P09958. inhibition, % at 30 µM. 220,000 compounds, 0.061% hits. purified furin, fluorogenic substrate cleavage; in the data active = inhibition above about 25%; also: inactives centre near -15
Active calls of the source: *; · = no result given; [ ] = dose if it differs, or a comment.

FXIIa inh	FXIa inh 1536	PERK inhibitor	p97 inhibitor	thrombin 1536	Wee1 stabilizer	Cl transport mod	hK5 inh	Furin inh	Molecule
9	7	1.1	-3	-7	2	0.48	9	-22	Cc1ccc(S(=O)(=O)NCC(=O)OCC(=O)c2cc(C)n(-c3ccccc3)c2C)cc1
2	3	1.4	0	5	-1	0.21	5	-33[20 µM]	CN1CCN(NC(=O)c2cccc(F)c2)CC1
9	2	0.6	5	-1	0	-0.94	2	-19	COc1ccc(C(=O)N/N=C/c2cc(Br)ccc2O)cc1OC
5	1	0.4	3	-5	3	0.089	-9	-14	CC(=O)c1ccc(NC(=O)C(C)n2nc(-c3ccccc3)c3cc(Cl)ccc32)cc1 (stereo not drawn)
11	1	0.0	0	2	3	0.19	-4	-21	COc1ccc(COCC(O)CN2CCc3ccccc3C2)cc1OC (stereo not drawn)
4	-5	0.0	4	-5	1	-0.0028	1	-22	CC(=O)c1ccccc1N(C(=O)c1ccco1)C(C(=O)NC1CCCC1)c1ccc(N2CCOCC2)cc1 (stereo not drawn)
16	4	-1.1	-1	-1	1	-0.64	0	-9	N#Cc1cccc(NC(=O)Nc2cccs2)c1
0	-6	1.1	4	-6	-1	1.3	-4	-23	COc1ccc(NS(=O)(=O)c2ccc(NC(=O)C(CCSC)NC(N)=O)cc2)cc1 (stereo not drawn)
9	4	0.7	5	4	0	·	-7	-14[20 µM]	O=C1CCC([N+](=O)[O-])C(c2cccc(Cl)c2Cl)N1 (stereo not drawn)
6	16	0.8	8	-1	-3	·	2	-40	COC(=O)C1(C)Nc2ccccc2C(=O)N1c1ccccc1C (stereo not drawn)
12	0	0.2	2	-5	-2	0.54	2	-24	C=CCn1c(CNC(=O)c2ccco2)nnc1SCC(=O)c1ccc(OC)cc1
0	-4	0.2	-5	-2	4	-1.6	-1	-6	Cc1ccc(CSc2nnc(-c3ccccn3)n2N)cc1
14	-3	2.4	2	-6	2	0.31	-6	-5	O=S(=O)(Nc1ccc(Cl)cn1)c1ccccc1
-2	-5	0.9	4	-8	-1	-1.1	-9	-22	CCCCNC(=S)Nc1cccc(C(C)=O)c1
6	-4	-0.4	-5	13	-2	0.79	-10	-31	S=C(NCCCN1CCOCC1)N1CCN(c2nc(-c3ccc(Cl)cc3)cs2)CC1
-4	-7	0.8	1	-3	0	-2.4	4	-21[20 µM]	Cc1ccccc1/C=N\NC(=O)c1csnn1
42*	32	-0.8	-9	1	-2	·	-3	5[20 µM]	CC(C)Cn1c(-c2ccccc2)nc2ccccc2c1=O
8	1	1.2	0	-3	-1	1.4	-2	-29	CC(=O)c1ccc(Cc2ccc(C(C)=O)cc2)cc1
-1	-5	-0.2	-5	2	-2	-0.51	-10	-16[20 µM]	CC1CCCCN1CCNC(=O)c1ccc2c(=O)n(CCc3ccccc3)c(=O)[nH]c2c1 (stereo not drawn)
8	3	-1.3	-6	0	0	-2	-6	-19[20 µM]	Cc1ccc2nc(N3CCN(C=O)CC3)nc(-c3ccccc3)c2c1
10	2	0.2	4	4	3	-0.17	5	-16	CCCCC(=O)N=c1sc2cc([N+](=O)[O-])ccc2n1C
7	-1	1.2	0	-3	-2	38*	-18	-11	O=c1c2ccccc2[nH]c(=S)n1CCC1=CCCCC1
10	4	-0.1	1	2	-1	·	4	-22	COC(=O)CSc1nnc(CNC(=O)c2ccc(OC)c(OC)c2)n1C
4	-1	1.6	2	-1	-1	1.3	0	-27	Cc1cccc2c(=O)c(Br)c(C)n(Cc3ccccc3)c12
-3	-13	-0.4	1	1	-2	0.62	-30	-27	CCOc1cc(CN2CCN(C(=O)CC(C)C)CC2)ccc1OC
4	-5	0.1	0	-2	4	-0.014	3	-19	COC(=O)C(NC(C)=O)(Nc1cc(C)ccn1)C(F)(F)F (stereo not drawn)
-3	-4	0.8	3	-13	0	-1.6	-2	-15	Cc1ccc(S(=O)(=O)N2CCC(C(=O)NCCc3ccccn3)CC2)cc1
10	4	-0.9	-1	2	2	0.049	-18	-7	CCCCN(C)C(=O)C1CCN(C/C(C)=C/c2ccccc2)CC1
9	1	0.6	1	3	-2	-1.3	10	-25	O=C(Nc1cc(S(=O)(=O)N2CCCCC2)ccc1N1CCCCC1)C1CC1
-1	-6	-0.6	11	-2	4	-0.27	-3	5[20 µM]	NC(=O)COc1ccc2c3c(c(=O)oc2c1)CCCCC3
14	1	0.3	7	-2	1	-0.17	-5	-14	COc1ccccc1-n1cc(-c2ccc(Cl)cc2)[nH]c1=O
14	2	0.4	1	-2	4	-1.2	-2	-19[20 µM]	Cc1cc(O)cc(O)c1C(=O)Cc1cnn(-c2ccccc2)c1
16	5	-1.1	-4	0	-1	·	-5	-18	CCc1ccc(-c2nc(CSCC(=O)N3CCN(c4ccccn4)CC3)c(C)o2)cc1
7	-1	0.9	-4	-18	0	-0.03	-18	-15[20 µM]	Cc1ccc(/C=C/C(=O)Nc2cccc3ncccc23)o1
8	-2	0.2	5	-10	-1	-0.72	-17	-20	COc1ccc(-c2nn(-c3ccccc3)cc2/C=N/N=C(N)N)cc1OC
7	-4	0.6	3	-4	-1	-0.15	1	-19[20 µM]	c1ccc2nc(-c3ccncc3)ccc2c1
14	7	0.7	8	2	0	-1.4	-5	-22	COc1cccc(C2=Nc3cccc4cccc(c34)N2)c1
21	21	0.9	-2	-4	-2	0.55	-19	-12[20 µM]	CSc1ncccc1C(=O)NCc1ccc(C)cc1
6	1	0.6	5	-9	9.6*	-0.66	2	-18	COc1cc(OC)c(C2=NOC(C(=O)NCc3cccs3)C2)cc1Cl (stereo not drawn)
13	8	1.1	0	1	-2	-0.34	4	-25	CC1CCCC(NC(=O)c2ccc(CNc3c(N4CCCC4)c(=O)c3=O)cc2)C1C (stereo not drawn)
11	7	0.4	1	2	2	-1.2	·	-18	CN(C)/C=N/c1c(C#N)cnn1C
6	-5	0.7	1	-3	0	0.0091	-11	-20	CN1C(=O)N(S(=O)(=O)c2ccc(F)c(F)c2F)C(=O)C1(C)C
-1	-2	0.5	-1	-3	-1	0.83	-3	-19	NS(=O)(=O)c1ccc(CCNC(=O)C2CCCCN2S(=O)(=O)c2ccccc2)cc1 (stereo not drawn)
5	2	-0.6	3	3	5	-0.31	6	-30	COc1cc(NS(=O)(=O)c2ccc(C)cc2C)cc(OC)c1OC
14	6	1.0	6	0	-1	0.16	-3	-15	CC(=O)N1CC=CC1(C)C(=O)NCc1cc(F)cc(C(F)(F)F)c1 (stereo not drawn)
5	0	-0.2	5	-2	-3	0.42	·	2[20 µM]	Cc1ccc(CNC(=O)C2CC(c3cccc([N+](=O)[O-])c3)=NO2)o1 (stereo not drawn)
8	2	·	·	-2	·	-1.3	2	-11	COC(=O)CCCC1=CC2=CC(=O)C(C)(OC(=O)c3cccs3)C(=O)C2=CN1CC(C)C (stereo not drawn)
5	-6	0.9	-3	-5	-2	·	-17	-26	O=C(NCc1ccccc1)NC1(C(=O)Nc2ccc3c(c2)OCCO3)CCCCC1
6	-5	1.1	1	-5	3	1.5	-13	-31	CSCCC(NS(=O)(=O)c1ccc2c(c1)oc(=O)n2C)C(=O)NC1CCCc2ccccc21 (stereo not drawn)
21	-1	0.1	0	-1	-2	·	-16	-15[20 µM]	COc1ccc(NC(=O)C(NC(=O)OC(C)(C)C)C(C)OCc2ccccc2)cc1 (stereo not drawn)
19	1	-1.1	-4	6	3	0.14	-2	-3[20 µM]	CCCc1ccc(-c2cc(NC(=O)CSc3n[nH]c(N)n3)n(-c3ccccc3)n2)cc1
10	4	-0.2	-6	-4	-2	0.71	-6	-11	COCCNc1nc2sc3c(c2c(=O)n1Cc1ccco1)CCCCC3
13	9	0.7	0	0	5	0.079	2	-13	COc1ccc(C(=O)C2=NN(C(C)=O)CC2c2ccco2)cc1 (stereo not drawn)
16	2	0.5	1	0	-2	0.12	-20	-20[20 µM]	CNC(=O)c1cccc(N2CCCC2=O)c1
5	0	0.5	2	7	-2	0.92	18	4	C/C(=N\Nc1ccc(S(N)(=O)=O)cc1[N+](=O)[O-])c1ccc2c(c1)OCO2
11	-2	-0.1	1	-1	-2	0.11	2	-10	Cc1nc(CSc2ccc(Cl)cc2)cc(N2CCOCC2)n1
14	3	1.4	3	4	-3	-0.75	3	-19	NSc1nc(N)c2nc(-c3ccccc3)c(-c3ccccc3)nc2n1
66*	44*	-0.2	-12	1	-1	-1.1	29	-5	COc1cccc(NC(C)(C)c2nnnn2-c2c(C)cccc2C)c1
24	15	-0.2	-2	29	1	-0.08	4	-14[20 µM]	CCCCOc1ccc(N(CC(=O)NCC2CCCO2)C(=O)CCC(=O)Nc2cc(C)ccn2)cc1 (stereo not drawn)
6	-6	0.5	1	-4	3	0.0093	-10	-12	CCOc1cc(/C=C2\CCCC(C(=O)C(F)(F)F)=C2O)ccc1O

2 compounds picked at random from those above, as already listed:
FXIIa inh	FXIa inh 1536	PERK inhibitor	p97 inhibitor	thrombin 1536	Wee1 stabilizer	Cl transport mod	hK5 inh	Furin inh	Molecule
19	1	-1.1	-4	6	3	0.14	-2	-3[20 µM]	CCCc1ccc(-c2cc(NC(=O)CSc3n[nH]c(N)n3)n(-c3ccccc3)n2)cc1
6	-5	1.1	1	-5	3	1.5	-13	-31	CSCCC(NS(=O)(=O)c1ccc2c(c1)oc(=O)n2C)C(=O)NC1CCCc2ccccc21 (stereo not drawn)

The list continues.
FXIIa inh	FXIa inh 1536	PERK inhibitor	p97 inhibitor	thrombin 1536	Wee1 stabilizer	Cl transport mod	hK5 inh	Furin inh	Molecule
3	-9	0.0	-7	-15	2	1.1	-5	-18	CC(C)CCNC(=O)COc1ccc(C(=O)c2ccccc2)cc1
12	7	-0.1	-2	1	1	-2.8	-12	0	CCc1ccccc1NC(=O)/C(C#N)=C/c1ccc(Sc2ccccc2)o1
4	-2	0.1	-3	-3	-2	1.4	-15	2[20 µM]	CCn1c(SCC(=O)Nc2sc3c(c2C(N)=O)CCC(C)C3)nnc1-c1ccco1 (stereo not drawn)
7	-4	-0.5	0	1	3	1.5	-14	-13[20 µM]	c1ccc(COc2ccccc2CNCc2cccnc2)cc1
-5	-16	-0.6	1	-5	0	0	-24	-14	CCOC(=O)C1CCN(S(=O)(=O)c2ccc(OC)c(Cl)c2)CC1
3	-2	1.8	0	-5	2	-4.2	0	-18	CC(NC(=O)COC(=O)c1ccc2ccccc2n1)C1CC2CCC1C2 (stereo not drawn)
6	1	·	·	-1	·	-0.58	2	-20	COc1ccc([C@H]2[C@@H]3C=CCC[C@@]3(C)C(=O)N2Cc2ccccc2)cc1Cl
0	0	0.9	3	2	0	0.17	-3	-21	CCOC(=O)CC(=O)N/N=C/c1c(N)n(C)c(=O)n(C)c1=O
4	-3	2.3	4	5	0	0.92	-6	-8	COc1ccc(COC(=O)Nc2cn(C)nc2C(F)(F)F)cc1
·	2	-0.5	0	-2	0	-0.64	-2	-28	Cc1ccc(CSCCNC(=O)CN(c2ccccc2)S(C)(=O)=O)cc1
5	-4	-0.2	3	1	0	-0.28	1	-28	Cc1ccc(-n2cc(S(=O)(=O)c3ccc(C)cc3)[nH]c2=O)cc1

Nothing new here: entries from further up.
FXIIa inh	FXIa inh 1536	PERK inhibitor	p97 inhibitor	thrombin 1536	Wee1 stabilizer	Cl transport mod	hK5 inh	Furin inh	Molecule
4	-3	2.3	4	5	0	0.92	-6	-8	COc1ccc(COC(=O)Nc2cn(C)nc2C(F)(F)F)cc1
·	2	-0.5	0	-2	0	-0.64	-2	-28	Cc1ccc(CSCCNC(=O)CN(c2ccccc2)S(C)(=O)=O)cc1
5	-4	-0.2	3	1	0	-0.28	1	-28	Cc1ccc(-n2cc(S(=O)(=O)c3ccc(C)cc3)[nH]c2=O)cc1
